ALOX12 inhib: inhibitors of human 12-lipoxygenase (ALOX12) | P18054 | purified 12-hLO, xylenol orange hydroperoxide absorbance | Potency, µM (top dose mostly 57.1 µM), for inactives: at the highest dose activity change, negative = inhibition, most hits filed as inhibitors | actives 0.12% (n = 150,000); also: potency is read from the fitted curve at half-maximal effect; nearly all actives have a fitted effect of over 55% in size; many of its hits are not listed in these tables
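Hydroperoxide formation by human 12-lipoxygenase from 40 uM arachidonic acid was followed colorimetrically via ferric-xylenol orange complex, using the 573/405 nm absorbance ratio. Enzyme concentration was 150 nM, with 30 min reaction at room temperature.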
15-hLO-2 inh: 15-hLO-2 (ALOX15B) enzyme inhibition. O15296. actives 0.56% (n = 110,000). Potency, µM (series often up to 57.1 µM), for the others: top-dose activity change, negative = inhibition, usual class: inhibitors. purified 15hLO-2, xylenol orange hydroperoxide absorbance. AID 881; also: potency is read from the fitted curve at half-maximal effect; nearly all actives have a fitted effect of over 60% in size; many of its hits are not listed in these tables
Target sequence (O15296 whole entry, looked up): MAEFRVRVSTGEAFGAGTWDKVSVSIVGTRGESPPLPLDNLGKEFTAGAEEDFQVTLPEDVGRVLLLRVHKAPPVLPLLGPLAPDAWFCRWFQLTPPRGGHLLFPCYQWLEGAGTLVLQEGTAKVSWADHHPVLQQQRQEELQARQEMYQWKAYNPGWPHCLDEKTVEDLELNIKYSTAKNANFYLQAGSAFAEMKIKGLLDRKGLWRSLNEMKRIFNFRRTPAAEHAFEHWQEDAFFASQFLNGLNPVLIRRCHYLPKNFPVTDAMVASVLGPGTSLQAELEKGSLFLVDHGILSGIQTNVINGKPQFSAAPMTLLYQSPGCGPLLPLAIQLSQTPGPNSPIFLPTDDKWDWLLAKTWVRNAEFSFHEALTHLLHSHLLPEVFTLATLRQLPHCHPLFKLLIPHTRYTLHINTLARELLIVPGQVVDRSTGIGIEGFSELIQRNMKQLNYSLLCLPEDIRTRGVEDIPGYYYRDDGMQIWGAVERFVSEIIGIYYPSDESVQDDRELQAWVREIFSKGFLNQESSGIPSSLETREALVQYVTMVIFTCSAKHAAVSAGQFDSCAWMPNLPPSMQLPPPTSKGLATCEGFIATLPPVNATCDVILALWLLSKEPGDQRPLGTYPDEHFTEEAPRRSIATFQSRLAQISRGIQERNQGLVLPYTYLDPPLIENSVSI
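Purified human 15hLO-2 (50 nM) preincubated 15 min with compound, then 45 uM arachidonic acid for 90 min at RT in 25 mM Hepes pH 7.5, 0.01% Triton X-100. Hydroperoxide detected by Fe-xylenol orange; 573/405 nm absorbance ratio.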
IMPase cell inh: membrane-permeable compound that blocks inositol monophosphatase; CHO-M1 cells, IP1 accumulation, HTRF TR-FRET ratio; 120,000 tested, under 10 active; inhibition (IP1 accumulation), % at 46.1 µM; AID 901; active = well fitted curve in the direction sought with a large enough effect in the signal ratio, not every such curve was filed as active; inconclusive = small, poorly fitted or top-dose-only effect, or a change in a side signal; inactive = no such curve, though single readings can be large or run the other way; the % refers to the signal ratio;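 also: cells stimulated with carbachol in lithium chloride buffer; plate controls were DMSO basal wells for no effect and reference inhibitor wells for full effect; higher means more IMPase inhibition seen as more IP1 and lower FRET ratio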
Target sequence (P97697 whole entry, looked up): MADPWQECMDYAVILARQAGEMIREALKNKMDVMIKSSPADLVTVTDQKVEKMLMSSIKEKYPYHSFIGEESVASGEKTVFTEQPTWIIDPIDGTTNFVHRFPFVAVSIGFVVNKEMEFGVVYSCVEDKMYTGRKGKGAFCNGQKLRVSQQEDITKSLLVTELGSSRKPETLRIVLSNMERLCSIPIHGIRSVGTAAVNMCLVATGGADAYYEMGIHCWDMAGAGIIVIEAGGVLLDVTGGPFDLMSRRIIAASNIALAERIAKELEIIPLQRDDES
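CHO-M1, 2000 cells/well, cultured 16–30 h; cpd up to 46 uM; carbachol (50 uM solution, stimulation buffer w/ 50 mM LiCl, pH 7.4), 30 min 37C; IP-One TR-FRET, 10 min RT; Ex 320/Em 665, 620; Hill-fit AC50.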
PNC inhibitor: inhibitors of perinucleolar compartment assembly. PC3M PTB-GFP, PNC prevalence imaging, 16 h; stronger effect = lower value. activity change (PNC), negative = inhibition, % at 10 µM. actives 3.1% (n = 140,000). AID 2417;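 active = readout at or below -70, meaning at least 70% loss of cells showing the perinucleolar compartment, a nuclear body marking cancer cells; inconclusive = readout between -30 and a set limit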;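 also: plate controls were DMSO wells for no effect and camptothecin positive control wells for full effect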
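PC3M cells stably expressing PTB-GFP, 750–1000 cells/well, treated 16 h at 37 °C with compound (23 nl of library stock), in duplicate. After paraformaldehyde fixation and Hoechst stain, imaged at 20x; PNC prevalence scored by image analysis.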
Starred values were filed as active, the others as inactive; ? = inconclusive; nt = not tested or not shown; [ ] = another dose, or the depositor's remark. Unless noted, calls follow the shape of the dose curve; as a rule, active = well fitted curve in the direction sought with a large enough effect; inconclusive = small, poorly fitted or top-dose-only effect, or another doubt; inactive = no such curve, though single readings can be large; an effect the other way counts as inactive or inconclusive. Unless noted, % is scaled to controls: 0 for no effect and ±100 for the full control effect. A portion of the library. The share of hits here may be higher or lower than overall.

Below each compound – IMPase cell inh	PNC inhibitor	ALOX12 inhib	15-hLO-2 inh
O=C(Nc1c2c(nn1-c1ccc(F)cc1)CSC2)c1ccc(S(=O)(=O)N2CCOCC2)cc1
  7	?	3%	-5%
CCc1nc2n[nH]c(N)c2c2c1CCCC2
  -2	-3	-3%	16%
O=CN1CCN(C(=O)c2ccccc2F)CC1
  5	8	0%	3%
COc1ccc(Nc2nnc(SCc3cn4c(C)cccc4n3)s2)cc1
  10	?	1%	nt
Cn1cc([N+](=O)[O-])c(C(=O)Nc2cc(Oc3cccnc3)cc([N+](=O)[O-])c2)n1
  1	?	2%	-6%
CCC(=O)c1ccc(N2CCCCCC2)c(F)c1
  -3	24	-1%	3%
Cc1nn(C)c(C)c1S(=O)(=O)N(CC(=O)Nc1ccccn1)c1ccc(C(C)C)cc1
  -14	-15	-2%	nt
O=C(NCc1cccnc1)c1cnn2ccccc12
  4	56	4%	-2%
COc1ccc(/C=C(/NC(=O)c2ccccc2)C(=O)N/N=C/c2cccs2)cc1OC
  -9	0	-1%	-4%
COc1nc(Cl)cn(-c2ccc(Cl)cc2)c1=O
  nt	-7	1%	nt
Cc1noc(-c2ccccc2OC(=O)c2ccccc2)n1
  3	?	0%	-1%
Fc1ccc(Sc2nc(-c3ccccc3)nnc2C(F)(F)F)cc1
  -8[1.84 µM]	44	-3%	7%[11.4 µM]
COc1ccc(-c2nc(-c3cccc(C)c3)no2)cc1OC
  -5	16	-5%	nt
Cc1nc2c(c3c1[nH]c1ccccc13)C(O)CC(C)(C)C2 (stereo not given)
  nt	-4	-1%	nt
CCc1nc(SCC(=O)N2CCN(c3ccccc3)CC2)c2oc3ccccc3c2n1
  10	19	-1%	26%
c1ccc(-n2ncc3c(NCc4ccc5c(c4)OCO5)ncnc32)cc1
  -3	-19	2%	nt
Cc1cc(C)nc(-n2nc(C)cc2NC(=O)CN2CCCC(C)C2)n1 (stereo not given)
  9	27	-7%	17%
COc1cc(C(=O)O)cc(OC)c1OCc1cc(C(=O)O)oc1C
  -13	?	-4%	1%
CCCOn1c(-n2nc(C)cc2C)nc2ccccc2c1=O
  2	?	3%	-7%
Cc1onc(-c2ccccc2Cl)c1C(=O)NCc1ccc(S(N)(=O)=O)cc1
  12	?	-1%	3%
O=C(COC(=O)c1ccccc1NC(=O)c1ccco1)Nc1ccc2c(c1)OCO2
  5	?	-16%	-22%
CC1Oc2ccccc2N(Cc2cccnc2)C1=O (stereo not given)
  -12	-27	-3%	5%
Cc1ccc(C(=O)Nc2cccc(C(=O)O)c2)cc1
  1	38	1%	1%
CCOC(=O)c1cccc(NC(=O)c2cncc(Br)c2)c1
  nt	1	-1%	nt
CC(=O)N1CN(C2CCCC2)Cc2c1sc1c2CCCC1
  -4	3	-7%	14%
Cc1ccc(NC2=NC(c3ccco3)n3c(nc(C)cc3=O)N2)c(C)c1 (stereo not given)
  1	4	-3%	-1%
O=C(CSc1nc2sc3c(c2c(=O)n1-c1ccccc1)CCCC3)NCc1ccco1
  1	53	0%	nt
CCOc1ccc2nc(SCC)[nH]c2c1
  1	30	-2%	7%
Cc1cc(C)n(-c2nc3ccccc3nc2NCCc2ccccc2)n1
  -5	20	4%	12%
COc1cccc(/C=N/Nc2ncnc3c2ncn3Cc2ccccc2)c1O
  nt	22	2%	nt
CC1CCN(c2nc3ccc(C(=O)O)cc3s2)CC1
  0	-26	2%	2%
CCCOC(=O)C1C2C=CC(C3CC23)C1C(=O)OCC(=O)c1ccccc1 (stereo not given)
  3	-7	-8%	5%
O=C(CCn1c(=O)oc2ccccc21)N1CCN(c2ccc(F)cc2)CC1
  5	13	-2%	-3%
O=C(NCCO)c1ccc(Cl)c(Cl)c1
  -15	?	-4%	3%
COc1ccc(C)cc1NC(=O)COC(=O)C1CC1
  4	?	1%	-12%
Cc1ccc(OS(=O)(=O)c2ccccc2)c(/C=N/N=C2\NC(=O)C(C)S2)c1 (stereo not given)
  13	-82*	-2%	nt
CSCCC(NS(=O)(=O)c1ccc(Cl)cc1)C(=O)OCC(=O)NC1CC1 (stereo not given)
  -5	-1	4%	3%
Cc1nc2ccccc2n1CC(=O)N/N=C/c1cccs1
  nt	?	-2%	nt
COc1ccc(CCCc2nnc(SCC(=O)Nc3nc(C)cs3)n2C)cc1C
  -8	?	-2%	3%
CCCC(C(=O)OCCN(CC)CC)(c1ccccc1)c1ccccc1
  18[20.6 µM]	nt	2%	-4%
CCOC(=O)c1ccc(Nc2ncnc3c2cnn3C)cc1
  4	44	-5%	-3%
NC(=O)NCc1cccc(Cl)c1
  0	18	-2%	1%
COc1cccc(N=Cc2c(O)n(-c3cccc(C)n3)c(=O)c3ccccc23)c1
  9	16	?	?
CCSCc1nnc(SCC(=O)c2ccc(OC)cc2)n1C
  0	27	-1%	-3%
N#Cc1nc(N2CCCCC2)nc(N2CCOCC2)n1
  22	63	7%	-15%
Cc1ccc(N=C2NC(=O)/C(=C\c3cccs3)S2)cc1C
  nt	10	2%	nt
Nc1c(-c2ccccc2)cnn1-c1cccc([N+](=O)[O-])c1
  3	-1	-4%	-16%
CCC(C)NC(=O)CSC1=Nc2ccccc2C2=NC(CC(=O)NCc3ccc(F)cc3)C(=O)N12 (stereo not given)
  -12	19	-1%	-3%
C/C(=N\NC(=O)C(c1ccccc1)c1ccccc1)c1ccccn1
  nt	-81*	6%	nt
CC(CCN(C)C)OC(=O)c1ccc(C(C)c2ccccc2)o1 (stereo not given)
  11	-107*	3%	27%
O=C(NC1CCCCCC1)C(=O)NC1CCCC1
  nt	?	0%	nt
COc1ccc(CCNC(=O)c2[nH]c(C)c(C(C)=O)c2C)cc1OC
  -2[1.84 µM]	?	0%	8%[11.4 µM]
O=C(c1ccco1)N1CCN(c2nnc(-c3ccccc3)c3ccccc23)CC1
  2	3	16%	-7%
CCN(C(=O)Cc1cccs1)c1nnc(-c2cccnc2)s1
  -8	-25	-2%	-5%
COc1ccc(-c2nnc(SCC(=O)Nc3ncc(C(F)(F)F)cc3Cl)n2CC(C)C)cc1
  nt	45	-1%	nt
CC(=O)NC1=NN(C(C)=O)C(C)(CCS(=O)(=O)c2ccc(Br)cc2)S1 (stereo not given)
  7	20	-3%	nt
NS(=O)(=O)c1cc(C(=O)O)c(Cl)c([N+](=O)[O-])c1Cl
  nt	nt	3%[11.4 µM]	-2%[11.4 µM]
COC(=O)c1ccc(NC(=O)CSCC(=O)OCC(=O)c2ccc(Br)cc2)cc1
  4	0	0%	2%
O=C(NCCN1C(=O)CSC1=O)C1CC(=O)N(c2ccccc2)C1 (stereo not given)
  3	-28	-4%	3%
Cc1cc(NC(=O)c2c([N+](=O)[O-])c(C)nn2C)no1
  -1	49	3%	-7%

(continued)
Below each compound – IMPase cell inh	PNC inhibitor	ALOX12 inhib	15-hLO-2 inh
O=C(N/N=C/c1cccc([N+](=O)[O-])c1)c1ccc(CN2CCOCC2)cc1
  nt	-4	1%	nt
COc1cccc(C2=CC(c3cccs3)n3nnnc3N2)c1 (stereo not given)
  0	10	1%	-20%
Cc1nnnn1CC(=O)Nc1ccccc1[N+](=O)[O-]
  nt	-17	-2%	nt
COc1ccccc1OCc1nc(C#N)c(N2CC(C)CC(C)C2)o1 (stereo not given)
  2	15	-1%	-6%
CC1CCc2c(sc3nc4n(c(=O)c23)CCS4)C1 (stereo not given)
  0	44	-1%	-10%
COC(=O)/C=C1\C(=O)N(c2nc3ccc(OC)cc3s2)C(=S)N1c1ccc(F)cc1
  -1	1	7%	-11%
COCCN(C(=O)COc1ccc(Cl)cc1)c1nnc(-c2cccnc2)s1
  ?	-100*	-3%	nt
CCCCOCCCNS(=O)(=O)Cc1ccccc1
  9	-16	0%	-18%
CC(C)C1(C)C(=O)N=C2c3ccccc3C(=O)N21 (stereo not given)
  6	?	-5%	7%
CCOC(=O)c1sc(NC(=O)CSc2nnc(-c3ccc(OC)cc3)n2CCOC)nc1C
  8	200	1%	nt
O=C(COC(=O)c1cc(Cl)ccc1[N+](=O)[O-])Nc1cccc2ccccc12
  nt	?	3%	nt
COc1ccc(Cl)cc1NC(=O)C(C)N(C)Cc1cccc(Cl)c1Cl (stereo not given)
  1	-101*	1%	nt
COc1ccc(-n2c(SCC(=O)NCc3ccco3)nnc2-c2c[nH]c3ccccc23)cc1
  -4	?	-1%	-4%
Cc1cc(C)n(Cc2ccc(F)cc2)c(=O)c1C#N
  5	-18	-2%	-7%
CCC(=O)Nc1cc2nn(-c3ccccc3)nc2cc1Cl
  1	?	4%	-1%
Cc1ccc(-n2c(-c3cc(C)n(C)n3)n[nH]c2=S)cc1
  -4	28	3%	6%
CCCCC(=O)Nc1ccc(NC(=O)C2CC2)nc1
  1	-13	-3%	nt
Cc1nc2c(C(=O)NCCC(C)C)c[nH]n2c(=O)c1Cl
  nt	-1	-5%	nt
Fc1ccc(F)c(C2=NNC(=Nc3ccccc3F)SC2)c1
  nt	?	-7%	nt
Nc1nc(Cl)nc2c1ncn2[C@@H]1O[C@@H](COP(=O)(O)OP(=O)(O)OP(=O)(O)O)[C@@H](O)[C@H]1O
  1	nt	-3%	3%
CC(=O)Nc1nc2ccc(-c3nc4ccccc4o3)cc2s1
  8	87	3%	nt
Cc1c(NC(=O)C2C3C=CC(C3)C2C(=O)O)c(=O)n(-c2ccccc2)n1C (stereo not given)
  5	7	3%	2%
O=C1CC(c2ccc3c(c2)OCO3)c2ccc(O)cc2O1 (stereo not given)
  nt	nt	-2%[0.00818 µM]	-2%[0.0915 µM]
CC(C)CNC(=O)COC(=O)CCC(=O)c1cccs1
  -1	9	1%	nt
CCn1nnc(NC(=O)CSc2ccc(Cl)cc2)n1
  ?	-13	-2%	-19%
CSc1nnc(N(CCC#N)CCC#N)s1
  8	33	0%	-2%
CCOC(=O)c1cccc(NC(=O)CN(c2ccc(OC)cc2)S(=O)(=O)c2c(C)noc2C)c1
  9	-2	-15%	1%
Cn1c2c(c(=O)n(C)c1=O)C(c1ccc(Cl)cc1)C(C#N)=C(N)O2 (stereo not given)
  nt	2	-21%	nt
CCCCCCCCC(=O)N/N=C(\C)c1cccnc1
  15	-9	-2%	nt
Cc1cc(C)nc(SCC(=O)Nc2ccc(S(=O)(=O)NCCO)cc2)n1
  10	?	1%	2%
COc1ccc(OCc2nnc(SCC(=O)N3CCCc4ccccc43)n2-c2ccc(C)cc2)cc1
  1	16	-1%	5%
OC(CCCN1CCCCC1)(c1ccccc1)c1ccccc1
  17[20.6 µM]	42	2%	8%[25.6 µM]
O=C(c1ccc(Br)o1)N1CCN(c2ncccn2)CC1
  -1	8	-4%	-1%
CCOc1ccc(N2CC(C(=O)NC(C)C)CC2=O)cc1 (stereo not given)
  2	6	2%	-6%
CC1CCc2cc(F)ccc2N1C(=O)c1cc2nc(-c3ccco3)cc(C(F)(F)F)n2n1 (stereo not given)
  9	69	-1%	-19%
COc1cccc(S(=O)(=O)NCC(=O)Nc2ccc(C(C)(C)C)cc2)c1
  nt	?	-2%	nt

From PubChem
